Source: PubChem BioAssay (National Center for Advancing Translational Sciences (NCATS))
NPC1 prom act = NPC1 promoter activation. Huh7 NPC1 promoter luciferase reporter, 24 h. actives 2.4% (n = 320,000). Potency, µM (highest dose often 9.22 µM), for the others: at the highest dose activation, usual class: activators;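 note: potency is the fitted concentration of half-maximal effect; % of control where 0% means no effect; nearly all actives have a fitted effect of over 60% in size; reporter is driven by a mutant NPC1 promoter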
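Stably transfected Huh7 (NPC1 promoter→luciferase), 1500 cells/well in Opti-MEM + 10% FBS, 2 h settle, then compound 24 h at 37 °C. Luminescence after 10 min with Amplite reagent.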
Giardia kill = kills Giardia lamblia. AID 540267. activity change, % at 7.66 µM, hits read low. actives 0.15% (n = 340,000). Giardia lamblia trophozoite viability; in the data active = activity change below about -80%; inconclusive = between about -30% and that limit;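 note: parasites exposed to compound for two days anaerobically before the ATP read; % is set by controls: 0 for no effect and ±100 for the full control effect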
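Trophozoites 100 cells/well + cpd; 48 hrs, 37 deg C, anaerobic. ATPLite 1-Step added, 15-30 min RT, luminescence read (ATP-based viability).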
Gal4-VP16 FLuc = counter-screen for ROR gamma inhibitors: Gal4-VP16 reporter | Drosophila S2 Gal4-VP16 UAS-luciferase, luminescence, 20 h | Potency, µM (doses to about 53.6 µM), for inactives: at the highest dose activity, negative = inhibition, most hits filed as inhibitors | actives 3.5% (n = 310,000) | AID 2546;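 note: Gal4-VP16 expression switched on by copper sulfate through the metallothionein promoter; potency is the fitted concentration of half-maximal effect; % is set by controls: 0 for no effect and ±100 for the full control effect; nearly all actives have a fitted effect of over 50% in size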
Rab9 prom act = activators of Rab9 promoter. Huh7 Rab9 promoter-luciferase reporter, luminescence, 24 h. Potency, µM (top dose mostly 9.22 µM), for inactives: top-dose activation, negative = inhibition, usual class: activators. actives 2.8% (n = 320,000); note: potency is the fitted concentration of half-maximal effect; % of control where 0% means no effect; nearly all actives have a fitted effect of over 60% in size
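Promoter activation is measured as luciferase luminescence in Huh7 cells stably transfected with a Rab9 promoter–luciferase construct, following 24 h compound exposure at 37 °C and 10 min reagent incubation at ambient temperature.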
FLuc counter = inhibits or activates purified firefly luciferase, miR-21 counter-screen; P08659; purified FLuc, Km substrates, luminescence inhibition; actives 6.9% (n = 360,000); Potency, µM (series often up to 57.5 µM), for inactives: top-dose activity change, negative = inhibition, hits mostly inhibitors; AID 588342;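 note: potency is the fitted concentration of half-maximal effect; plate controls were vehicle for no effect and reference inhibitor for full effect; nearly all actives have a fitted effect of over 55% in size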
Target sequence (P08659 whole entry, looked up): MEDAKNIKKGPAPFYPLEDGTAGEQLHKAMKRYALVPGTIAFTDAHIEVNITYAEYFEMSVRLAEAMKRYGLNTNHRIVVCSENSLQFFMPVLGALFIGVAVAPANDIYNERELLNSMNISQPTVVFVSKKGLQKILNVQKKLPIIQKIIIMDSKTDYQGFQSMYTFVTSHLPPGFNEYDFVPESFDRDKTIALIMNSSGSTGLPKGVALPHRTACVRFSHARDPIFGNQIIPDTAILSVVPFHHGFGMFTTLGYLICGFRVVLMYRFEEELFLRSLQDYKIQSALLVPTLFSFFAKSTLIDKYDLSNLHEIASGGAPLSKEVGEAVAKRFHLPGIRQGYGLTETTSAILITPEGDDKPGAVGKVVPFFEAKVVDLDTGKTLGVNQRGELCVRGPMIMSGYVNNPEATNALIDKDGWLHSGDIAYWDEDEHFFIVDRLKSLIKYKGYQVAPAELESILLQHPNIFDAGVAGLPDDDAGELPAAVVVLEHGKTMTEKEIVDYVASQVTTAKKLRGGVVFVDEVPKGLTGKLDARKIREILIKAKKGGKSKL
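Biochemical qHTS of compounds, final roughly 60 µM downward over six points, against 10 nM purified firefly luciferase using Km concentrations of substrates (10 uM D-luciferin, 10 uM ATP) in Tris acetate pH 7.5 buffer; luminescence output.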
RORg inh = ROR gamma (mouse) transcription inhibition | P51450 | Drosophila S2 Gal4-RORgamma UAS-luciferase reporter, 20 h | Potency, µM (top dose mostly 53.6 µM), for the others: at the top dose activity change, negative = inhibition, usual class: inhibitors | actives 5.4% (n = 310,000) | AID 2551; note: potency is the fitted concentration of half-maximal effect; % is set by controls: 0 for no effect and ±100 for the full control effect; nearly all actives have a fitted effect of over 60% in size
Target sequence (P51450 whole entry, looked up, the tested form may be a part): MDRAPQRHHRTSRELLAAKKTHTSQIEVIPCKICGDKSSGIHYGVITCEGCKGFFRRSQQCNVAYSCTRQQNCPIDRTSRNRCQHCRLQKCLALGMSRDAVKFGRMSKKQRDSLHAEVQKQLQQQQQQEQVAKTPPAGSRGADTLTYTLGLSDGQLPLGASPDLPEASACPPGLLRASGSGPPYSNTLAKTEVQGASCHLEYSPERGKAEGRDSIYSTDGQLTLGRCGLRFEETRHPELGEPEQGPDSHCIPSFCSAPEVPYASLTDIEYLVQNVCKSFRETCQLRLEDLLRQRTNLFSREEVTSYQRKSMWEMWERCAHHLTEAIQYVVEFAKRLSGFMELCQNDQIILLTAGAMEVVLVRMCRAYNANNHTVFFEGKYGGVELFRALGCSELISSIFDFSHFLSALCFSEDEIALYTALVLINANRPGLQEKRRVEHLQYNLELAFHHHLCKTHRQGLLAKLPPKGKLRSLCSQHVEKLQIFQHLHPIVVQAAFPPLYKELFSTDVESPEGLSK
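Schneider cells (Drosophila), stable Gal4 DBD–ROR gamma + UAS-luc; 1 hr cmpd preincubation; Cu2+ induction 700 uM final; 20 hr ambient; luminescence.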
Tb PFK block = blocks T. brucei phosphofructokinase; O15648; T. brucei PFK, ADP-Glo luminescence; actives 0.17% (n = 330,000); Potency, µM (series often up to 57.5 µM), without a hit: at the top dose activity, negative = inhibition, usual class: inhibitors; AID 485367;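 note: potency is the fitted concentration of half-maximal effect; 0% = uninhibited 1x PFK enzyme wells and -100% = no-enzyme wells; nearly all actives have a fitted effect of over 60% in size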
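Activity is normalized to no-enzyme wells (full inhibition) and 1.25 nM enzyme wells (no inhibition). Reaction: 0.5 mM F6P, 0.1 mM ATP, 45 min RT, ADP-Glo luminescence; concentration-response curves fitted and classed by quality.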
FBPA coupling cs = counter-screen for Giardia aldolase inhibitors: coupling enzyme system. coupling enzyme system counterscreen, AmpLite Red fluorescence. activity change, negative = inhibition, % at 58.2 µM, hits read low. actives 0.67% (n = 290,000); in the data active = activity change below about -30%; note: % is set by controls: 0 for no effect and ±100 for the full control effect
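Final compound at 57.5 uM, incubated 10 min at RT with coupling enzyme reagent (glyceraldehyde-3-phosphate), then 20 min with substrate and AmpLite Red detection. Fluorescence read at 525/598 nm; tests interference with the coupling assay, not aldolase inhibition.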
KCNH2 3.1 block = KCNH2 3.1 (human) potassium channel inhibition; actives 0.95% (n = 340,000); U2OS KCNH2 3.1, thallium flux FluxOr; hits give low values; AID 720553; activity change, % (tested at about 1.8 µM);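 active = maximum activity change below -70%; inconclusive = maximum activity change from -70% to -50%; inactive = maximum activity change above -50%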;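 note: thallium influx rate constant from kinetic fluorescence after stimulation buffer; % is set by controls: 0 for no effect and ±100 for the full control effect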
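U2OS cells transduced with KCNH2 3.1 mutant virus (1.77 x 10^8 /mL, 4 h), plated overnight at 37 C, loaded 45 min with FluxOr dye plus Red40 quencher. Thallium flux rate constant from kinetic reads after stimulation buffer, normalised to controls.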
ELG1 genotox = genotoxicity induction in ELG1-luciferase HEK293T cells. Potency, µM (highest dose often 46 µM), without a hit: top-dose activity change, positive = activation, most hits filed as activators. actives 1.3% (n = 330,000). HEK293T ELG1-luciferase reporter, luminescence, 16 h; note: potency is the fitted concentration of half-maximal effect; % of control where 0% means no effect; nearly all actives have a fitted effect of over 60% in size
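Screening used a luciferase reporter fused to human ELG1 in HEK293T cells. Luminescence was read on a CCD plate imager after 16 hr exposure and 30 min ONE-Glo incubation.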
uPA generation = inhibitors of cell surface uPA generation | Potency, µM (series often up to 38.3 µM), for the others: at the highest dose activity change, negative = inhibition, usual class: inhibitors | AID 540303 | cell surface uPA generation assay, qHTS | actives 0.31% (n = 330,000); active = well fitted inhibition curve with a large enough effect; inconclusive = small, poorly fitted or top-dose-only effect; inactive = no such curve, though single readings can be large or run the other way; tested in mouse RAW 264.7 cells; note: potency is the fitted concentration of half-maximal effect; % is set by controls: 0 for no effect and ±100 for the full control effect; nearly all actives have a fitted effect of over 55% in size
* marks the source's active call; other numbers are inactive results; ? = inconclusive; . = no result given; & = joins results of further samples; [ ] = dose if it differs, or a comment. Unless noted, calls come from the whole dose curve; as a rule, active = well fitted curve in the direction sought with a large enough effect; inconclusive = small, poorly fitted or top-dose-only effect, or another doubt; inactive = no such curve, though single readings can be large; an effect the other way counts as inactive or inconclusive.

SMILES | NPC1 prom act | Giardia kill | Gal4-VP16 FLuc | Rab9 prom act | FLuc counter | RORg inh | Tb PFK block | FBPA coupling cs | KCNH2 3.1 block | ELG1 genotox | uPA generation
COc1ccc(C)cc1NC(=O)CN1C(=O)c2ccccc2S1(=O)=O | 0% | 12 | 2% | 0% | -1% | -1% | 3% | -3 | 11 | -4% | -3%
Cc1cc(C)c(C)c(S(=O)(=O)N[C@@H](C)C(=O)OC(C)C(=O)NC(N)=O)c1C (stereo not given in full) | -3% | 2 | -1% | 8% | 1% | -3% | 1% | 4 | 0 | -1% | 12%
CCc1cc2c(COC(=O)c3cc(S(=O)(=O)N4CCOCC4)ccc3F)cc(=O)oc2cc1O | -3% | -3 | . | -8% | -1% | . | 0% | . | 5 | 22% | ?
Cc1cc(C)c(NC(=O)CN(C)C(=O)c2ccc(OCc3ccccc3)cc2)c(C)c1 | 19% | -16 | . | 18% | ? | . | 0% | . | -2 | 3% | ?
COc1ccccc1/C=C/C(=O)OCC(=O)c1c[nH]c2ccccc12 | -3% | 12 | . | -3% | -6% | . | 2% | . | 19 | 1% | 5%
CCOc1ccc(N)cc1OC | -7% | -15 | 2% | 2% | -1% | 31% | -2% | -33* | -2 | -4% | -9%
CCC(Sc1nc(=O)cc(N)n1-c1cccc(C)c1)C(=O)Nc1cc(C)on1 (stereo not given) | -1% | -1 | -5% | 2% | 5% | -21% | -3% | -1 | -17 | -19% | -10%
CCO[C@@H]1OC(C(=O)N2CCCCCCC2)=C[C@H](c2csc3ccccc23)[C@H]1CCCO | 1% | -3 | 0% | -3% | 3% | -4% | -5% | -2 | 9 | 0% | -1%
Cc1nccc(-c2ccc(-n3cnc4ccccc43)cc2)n1 | 16% | 6 | ? | 19% | ? | 39% | 0% | -1 | 5 | -19% | 12%
O=C(Oc1cccc(/C=N/Nc2nc(Nc3ccccc3)nc(N3CCOCC3)n2)c1)c1ccco1 | 7% | 17 | 7% | 0% | 7.6µM* | -6% | -2% | 1 | -41 | 0% | -6%
O=C(Cn1cnc2c(NCc3ccccc3)ncnc21)NCc1nc2ccccc2[nH]1 | . | -1 | . | . | . | . | -4% | . | 15 | 6% | 18%
NC(=O)c1ccc[n+](CC(=O)Nc2ccccc2C(=O)O)c1 | 2% | 6 | 0% | 6% | -1% | -24% | -2% | 3 | 17 | 1% | 2%
COc1ccc(C(C)(C)C)cc1NC(=O)c1ccc2c(c1)SC1=NS(=O)(=O)CCN12 | 2% | -1 | -7% | ? | -1% | 8% | -2% | -3 | -8 | -6% | 4%
NS(=O)(=O)c1ccc(CNC(=O)Cc2c(F)cccc2Cl)cc1 | -3% | 11 | 5% | -6% | -2% | 10% | -13% | 0 | 5 | 2% | 3%
CCOC(=O)N1CCN(Cc2nc3cc(NC(=O)CC)ccc3n2CC)CC1 | -2% | 12 | 1% | 1% | 0% | -9% | -3% | -2 | -9 | 1% | 3%
O=C(COc1ccc(Cl)cc1)OCC(=O)N1CCOCC1 | . | -9 | . | . | . | . | -6% | . | 18 | 2% | -5%
COc1ccc(OC)c(NC(=O)c2ccc(CSc3ncccn3)cc2)c1 | -2% | 21 | -16% | 2% | -19% | 3% | 7% | -1 | 10 | -5% | -1%
CCOC(=O)N1CCN(C(=O)CSCc2ccccc2C)CC1 | 21% | -9 | -13% | 10% | -5% | 18% | 1% | 1 | 7 | 8% | 0%
O=C(O)c1cccc(NC(CNS(=O)(=O)c2ccc(Cl)cc2)c2ccccc2)c1 (stereo not given) | 6% | 0 | 1% | 23% | -16% | ? | 2% | 10 | 0 | 6% | -2%
COc1cc(OC)nc(NC(=O)NS(=O)(=O)c2ccc(F)cc2)n1 | -2% | 2 | 3% | -1% | -3% | 16% | -1% | 0 | -9 | 3% | -3%
Cc1ccc(C)c(C(C)NC(=O)c2ccccc2Br)c1 (stereo not given) | -3% | 29 | -8% | -3% | 1% | 10% | 0% | 3 | 15 | -5% | 21%
O=C(N/N=C/c1ccncc1)c1sc2ccccc2c1Cl | -1% | 11 | ? | 1% | ? | ? | 1% | . | 3 | -6% | 6%
CC1(C)Cc2c(sc(NC(=O)c3ccc(C(=O)c4ccccc4)cc3)c2C(N)=O)C(C)(C)N1 | 10% | 8 | 13µM* | -6% | -1% | ? | -7% | . | ? | -5% | -2%
Clc1ccc(Oc2cnns2)cc1Cl | -2% | -16 | -8% | 2% | 1% | 18% | -10% | 0 | 2 | 2% | 2%
Cc1cc(C(=O)OCC(=O)NCc2ccc(F)cc2)c2ccccc2n1 | -8% | 12 | . | 0% | 4% | . | -9% | . | -2 | 0% | 15%
CC(NC(=O)C1CCN(C(=O)c2ccc(F)cc2)CC1)c1ccc(S(N)(=O)=O)cc1 (stereo not given) | . | 3 | . | . | . | . | -2% | . | -17 | 0% | 5%
Oc1c(/C=N/c2ncn[nH]2)ccc2ccccc12 | -7% | -1 | 11% | 6% | ? | -20% | -11% | -29 | -1 | -5% | 1%
CCCc1nnc(SCC(=O)NC2CC2)n1CC | 2% | 34[activator] | -8% | -3% | 1% | -6% | 0% | 2 | -34 | 4% | -3%
O=C(NCc1ccccc1Cl)C1CCCN(S(=O)(=O)c2cccc3nsnc23)C1 (stereo not given) | 0% | 5 | -9% | -2% | -1%&4% | -12% | -2% | 2 | 2 | -13% | -14%
Cc1cc(NC(=O)Cn2c(=O)c3c(ncn3CC(C)C)n(Cc3ccccc3)c2=O)no1 | 1% | 3 | 2% | 5% | 0% | 3% | 1% | 2 | -10 | -3% | 4%
CCOC(=O)C1(C)/C(=N/Nc2ccc(S(N)(=O)=O)cc2)C(=O)C(=O)N1c1ccccc1 (stereo not given) | 1% | -5 | 5% | 3% | ? | -6% | -10% | -8 | 9 | 0% | 0%
Cc1ccc(S(=O)(=O)NN)c(C)c1N1CCCC1=O | 10% | -2 | 1% | 2% | 0% | 3% | 0% | -2 | -1 | -5% | 2%
CN1CCN(NC(=O)c2ccc(S(=O)(=O)N3CCCCCC3)cc2)CC1 | -5% | 10 | 0% | 1% | 0% | 34% | -4% | 1 | -2 | 2% | 0%
Cc1cc(NC(=O)CSc2nc(-c3cccs3)cc(C(F)(F)F)n2)no1 | -13% | -8 | -6% | -15% | 0% | -38% | 4% | 2 | 3 | 12% | ?
COc1cc(OC)c(C2C(C#N)=C(C)NC(C)=C2C#N)c(C(=O)O)c1 | 1% | 9 | -2% | 0% | 3% | -11% | 0% | 4 | 5 | 1% | -2%
Cc1nc2sccn2c(=O)c1CCN1CCC(=C(c2ccccc2)c2ccc(F)cc2)CC1 | -3%[46.1 µM] | . | -1%&2% | -12%[46.1 µM] | 15% | 18%&-1% | -6% | -2&2 | . | 14% | .
Cc1nn(CCCC(=O)Nc2cccnc2Cl)c(C)c1[N+](=O)[O-] | -2% | 6 | -19% | 2% | 0% | 6% | 0% | 3 | 2 | -1% | 0%
COCCNC(=O)c1cn(C)c2ccccc2c1=O | 0% | -20 | 1% | -4% | -2% | -26% | 3% | 0 | -7 | -1% | -11%
COc1cc(OC)cc(-n2nnnc2SCC(=O)NC2CCCC2)c1 | 3% | 8 | 13% | -7% | 4% | 12% | 3% | -2 | 4 | -7% | -1%
CC1CCC(NC(=O)c2ccc3c(c2)OCO3)CC1 (stereo not given) | 0.32µM* | -29 | ? | 0.45µM* | 2.7µM* | 10µM* | 6% | . | 9 | 0.46µM* | -11%
C[C@@H]1CN([C@H](C)CO)C(=O)Cc2cc(NC(=O)CCC(F)(F)F)ccc2O[C@@H]1CN(C)C(=O)Nc1ccccc1 | . | -23 | . | . | . | . | 3% | . | 11 | 3% | 12%
O=C(Nc1ccccc1)c1cccc(N2C(=O)C3C4C=CC(C5CC45)C3C2=O)c1 (stereo not given) | -1% | -8 | -4% | -6% | -16% | 33% | 5% | . | -4 | -15% | -3%
Cc1ccc2nc(N(CCCN(C)C)C(=O)c3cc(-c4cccs4)nc4ccccc34)sc2c1 | 1% | -1 | ? | -9% | ? | 14µM* | 7% | -1 | -46 | -6% | ?
O=C(NNC(=O)c1ccccc1F)c1ccc2[nH]c(=O)c(=O)[nH]c2c1 | 1% | 8 | 23% | 13% | ? | 19% | -2% | 1 | -8 | 12% | -8%
CCC1CCCCN1C(=O)c1cc2c(=O)n3cccc(C)c3nc2s1 (stereo not given) | 13% | -14 | -3% | 3% | -17% | 18% | -20% | -3 | 1 | -14% | 3%
Cc1ccccc1C(=O)NNC(=S)NC(=O)c1ccc(Cl)cc1Cl | 0% | 2 | -1% | 1% | 2% | ? | -28% | 2 | 3 | -3% | 1%
